Bioassay records (PubChem)
ANO1 activ: mouse TMEM16A channel activation, primary screen. Q8BHY3. HEK293 TMEM16A/YFP-H148Q/I152L, iodide quench fluorescence; hits give low values. B-score at 10 µM. hit rate 0.3% among 340,000;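 active = fluorescence-ratio B-score plate-corrected deviation score at least 3 library SD below zero, with starting fluorescence score within 5 deviations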;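 note: channel opened by trigger with iodide after compound preincubation; score built on the fluorescence ratio of max minus min over baseline; more negative score means more quench and so TMEM16A activation or potentiation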
SKKanGAS inh: SKKanGAS growth inhibition; S. pyogenes SKKanGAS, kanamycin growth, BacTiter-Glo, 6 h; inhibition, % at 7.5 µM; hit rate 1.3% among 300,000; AID 1662;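 active = mean replicate score, as percent of positive control median, at least 50; inconclusive = mean below 50 but one replicate at or above 50; inactive = mean and every replicate below 50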;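 note: strain carries kanamycin resistance gene driven by streptokinase promoter and grows in 40 µg/ml kanamycin; loss of luminescence reflects streptokinase promoter inhibition or plain growth inhibition; 0% = median of DMSO wells and 100% = positive control at its reference dose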
MrgX1 allo act: allosterically activates human MrgX1 receptor signaling | Q96LB2 | MrgX1-HEK293, Fluo-4 calcium flux, FDSS; hits give high values | B-score at 10 µM | hit rate 0.63% among 310,000;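 active = plate-corrected calcium response at least 3 library SD above typical, normal starting fluorescence, not activating the receptor alone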;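 note: compound read alongside a low EC10 to EC30 dose of BAM8-22 agonist; peak minus trough fluorescence over baseline measured at the second addition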
RGS4 block: inhibitors of human RGS4. P49798. HEK293 M3R/RGS4 inducible, Fluo-4 calcium flux; hits give high values; triggered by carbachol at its EC20. B-score at 10 µM. hit rate 0.45% among 310,000. AID 463165;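 active = B-score, a plate-corrected calcium signal, over three deviations above library mean, with baseline fluorescence within five deviations of library mean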;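 note: RGS4 expression induced by doxycycline in cells with stable M3 receptor; B-score is computed from the integrated fluorescence ratio over baseline after carbachol; higher B-score means a larger calcium signal and so more RGS4 inhibition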
Target sequence (P49798 whole entry, looked up): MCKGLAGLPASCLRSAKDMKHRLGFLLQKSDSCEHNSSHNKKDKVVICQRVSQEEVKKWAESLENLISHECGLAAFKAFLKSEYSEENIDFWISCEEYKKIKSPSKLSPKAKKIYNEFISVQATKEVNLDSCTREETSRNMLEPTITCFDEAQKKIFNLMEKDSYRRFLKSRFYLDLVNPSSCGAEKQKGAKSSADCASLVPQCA
RGS4 act: RGS4 potentiation or activation; B-score at 10 µM; hit rate 0.92% among 310,000; HEK293 M3R/inducible RGS4, carbachol calcium flux Fluo4; hits give low values; AID 463111;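 active = B-score of the integrated calcium signal more than 4 SD below the library mean, with starting fluorescence not abnormally high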;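 note: negative B-score means reduced calcium response which marks RGS4 activation or potentiation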
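Detection: kinetic calcium fluorescence imaging with Fluo4-AM dye, 2 µM / Material: HEK293 cells with stable M3R and inducible RGS4 / Schedule: recording 10 s baseline at 1 Hz, 100 s post-agonist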
HDAC3 inh: human HDAC3 inhibition; O15379; recombinant HDAC3, fluorogenic peptide/trypsin coupled, fluorescence; inhibition, % at 8.3 µM; hit rate 0.15% among 320,000; AID 2718; in the data active = inhibition above about 26%, passing the limit was not always enough; inconclusive = no clear call, values can overlap the other calls
MrgX1 ag: agonists of human MrgX1 receptor; Q96LB2; MrgX1-HEK293 cells, Fluo-4 calcium fluorescence, agonist mode; hits give high values; B-score at 10 µM; hit rate 0.44% among 310,000;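 active = calcium response B-score plate-corrected fluorescence ratio at least 3 library SD, with starting fluorescence B-score inside 5 SD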
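Test system: HEK293 cells stably expressing human MrgX1 receptor; Input: fifteen thousand cells per well; Dosing: compound delivered in addition one of three; Schedule: overnight seeding, then 1 h dark dye loading; Technique: Fluo-4 NW calcium fluorescence; Measure: B-scored fluorescence response ratio; Controls: positive and negative controls per plate.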
TRPC6 inh: mouse TRPC6 channel inhibition | Q61143 | HEK293-TRPC6, membrane potential dye, ACh-evoked depolarization; hits give low values | B-score at 10 µM | hit rate 1.1% among 310,000 | AID 2553;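 active = B-score under library mean minus 3 SD, initial fluorescence not abnormally high, positive integrated signal ratio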;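 note: B-score derived from integrated fluorescence ratio over the kinetic read; more negative B-score means stronger inhibition of depolarization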
Target sequence (Q61143 whole entry, looked up): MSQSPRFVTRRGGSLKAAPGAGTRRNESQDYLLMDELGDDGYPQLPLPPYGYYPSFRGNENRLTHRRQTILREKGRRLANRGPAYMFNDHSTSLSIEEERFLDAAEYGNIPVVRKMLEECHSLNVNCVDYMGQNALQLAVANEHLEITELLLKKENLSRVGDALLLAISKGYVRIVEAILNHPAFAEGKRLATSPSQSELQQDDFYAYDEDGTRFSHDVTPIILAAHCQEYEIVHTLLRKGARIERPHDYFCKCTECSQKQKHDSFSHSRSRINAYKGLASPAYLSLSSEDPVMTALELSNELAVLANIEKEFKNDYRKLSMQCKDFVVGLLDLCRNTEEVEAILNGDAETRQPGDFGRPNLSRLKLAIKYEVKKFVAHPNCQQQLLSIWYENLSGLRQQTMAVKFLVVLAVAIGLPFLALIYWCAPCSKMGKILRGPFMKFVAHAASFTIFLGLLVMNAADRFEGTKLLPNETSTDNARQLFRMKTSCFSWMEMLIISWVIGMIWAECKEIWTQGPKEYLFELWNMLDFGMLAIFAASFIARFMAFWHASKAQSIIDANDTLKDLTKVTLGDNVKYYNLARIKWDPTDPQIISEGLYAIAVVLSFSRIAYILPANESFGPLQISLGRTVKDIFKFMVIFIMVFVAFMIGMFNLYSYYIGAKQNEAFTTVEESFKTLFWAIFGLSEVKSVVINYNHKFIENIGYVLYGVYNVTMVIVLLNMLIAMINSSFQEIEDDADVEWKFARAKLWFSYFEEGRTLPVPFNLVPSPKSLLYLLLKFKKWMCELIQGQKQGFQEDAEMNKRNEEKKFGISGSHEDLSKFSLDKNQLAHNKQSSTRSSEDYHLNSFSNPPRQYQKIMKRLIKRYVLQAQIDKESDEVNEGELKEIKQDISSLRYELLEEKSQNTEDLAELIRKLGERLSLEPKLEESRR
MrgX1 antag: blocks BAM8-22 activation of human MrgX1 receptor | Q96LB2 | MRGX1-HEK293 calcium flux, Fluo-4, BAM8-22 antagonism; hits give low values | B-score at 10 µM | hit rate 1.3% among 310,000 | AID 588676;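 active = calcium-response B-score plate-corrected more than 3 library SD below zero, starting fluorescence within 5 deviations, no agonist response on first addition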;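 note: peak minus trough fluorescence over baseline after final BAM8-22 challenge near maximal dose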
TRPC6 act: activates the mouse TRPC6 cation channel; Q61143; HEK293-TRPC6 membrane potential dye fluorescence; hits give high values; B-score at 10 µM; hit rate 0.13% among 310,000;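 active = B-score of the integrated fluorescence ratio above library mean plus 3 SD, and starting fluorescence ratio within library mean plus 5 SD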;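 note: higher score means more depolarization so channel activation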
TMEM16A inh: inhibitors of mouse TMEM16A calcium-activated chloride channel. hit rate 1.2% among 310,000. normalized B-score (activity score, 25-100; higher = stronger inhibition) at 10 µM. HEK293 TMEM16A/YFP iodide influx fluorescence, ionomycin. AID 588511. Q8BHY3;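 active = ratio plate-corrected score three or more library SD toward inhibition, starting fluorescence score within five deviations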;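 note: score derived from kinetic fluorescence span divided by baseline fluorescence per well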
Active calls of the source: *; i = inactive; u = inconclusive; x = no result given.

SMILES | ANO1 activ | SKKanGAS inh | MrgX1 allo act | RGS4 block | RGS4 act | HDAC3 inh | MrgX1 ag | TRPC6 inh | MrgX1 antag | TRPC6 act | TMEM16A inh
COc1cc2cc(CN(CCCN3CCOCC3)C(=O)Nc3ccccc3F)c(=O)[nH]c2cc1OC | i | -3.2 | i | i | i | -0.3 | i | i | i | i | i
COc1ccc(C(CNC(=O)c2ccc(-n3cnnn3)cc2)N2CCOCC2)cc1 (stereo not drawn) | i | -8.6 | i | i | i | 3.7 | i | i | i | i | i
Cc1cc(Cl)ccc1OC(C)C(=O)NN1C(=O)c2ccccc2C1=O (stereo not drawn) | i | -0.5 | i | i | i | -1.3 | i | i | i | i | i
COc1ccccc1NC(=O)Cc1noc(CSc2nnc(C(F)(F)F)n2C)n1 | i | 5.3 | i | i | i | -0.7 | i | i | i | i | i
CCC(C)(C)NC(=O)COc1ccc(C(=O)c2ccccc2)cc1 | i | -6.0 | i | i | i | -4.4 | i | i | i | i | 25*
CCC1COCCS(=O)(=O)N1Cc1cccc(Cl)c1 (stereo not drawn) | i | 1.5 | i | i | i | 1.8 | i | i | i | i | i
Cc1ccc(-c2cc(C(=O)Nc3cccc(S(=O)(=O)N(C)C)c3)c3ccccc3n2)o1 | i | 9.2 | i | i | i | 2.8 | i | i | i | i | i
S=C(NCc1ccccc1)NCc1ccccc1Cl | i | x | i | i | i | -0.2 | i | i | i | i | i
CCOC(=O)C1CCCN(C(=O)c2ccc3c(c2)NC(=O)C(N2CCOCC2)S3)C1 (stereo not drawn) | i | -12.7 | i | i | i | 1.7 | i | i | i | i | i
CNc1oc(-c2ccc(OCc3ccccc3)cc2)nc1C#N | i | -4.5 | i | i | i | -17.8 | i | i | i | i | i
O=C(COC(=O)C1CC1)Nc1ccc2[nH]c(=O)[nH]c2c1 | i | -21.2 | i | i | i | -7.9 | i | i | i | i | i
O=C(O)C(Cc1cc2ccccc2[nH]1)N1C(=O)C2CC=C(Cl)CC2C1=O (stereo not drawn) | i | -19.8 | i | i | i | -3.2 | i | i | i | i | i
C#CCn1cnc2c(cnn2-c2ccc(C)c(C)c2)c1=O | i | -3.8 | i | i | i | -10.5 | i | i | i | i | i
CCNS(=O)(=O)c1ccc(CCC(=O)NCc2ccccn2)cc1 | i | 0.5 | i | i | i | 1.8 | i | i | i | i | i
Cc1ccc([N+](=O)[O-])cc1NC(=O)Cc1cccs1 | i | -0.3 | i | i | i | -5.9 | i | i | i | i | i
COc1ccc(-n2c(SCC(N)=O)nnc2-c2ccco2)cc1 | i | 4.2 | i | i | i | -0.1 | i | i | i | i | i
COc1ccc(CNC(=O)CCN2C(=O)[C@@H]3Cc4ccccc4CN3C2=O)cc1 | i | -5.4 | i | i | i | -2.2 | i | i | i | i | i
C/C(=N\NC(=O)c1ccc(CSc2nc(C)cc(C)n2)cc1)C1CCCCC1 | i | 3.0 | i | i | i | 10.7 | i | i | i | i | i
CCOc1cc(-c2cc(-c3ccc(C)cc3)nc(N)c2C#N)ccc1O | i | 15.3 | i | i | i | -5.7 | i | i | i | i | i
O=C(CN1CCN(c2ccccc2F)CC1)N1CCc2ccccc21 | i | -3.5 | i | i | i | -2.0 | i | i | i | i | i
O=C1Nc2cc(S(=O)(=O)N3CCCC3)ccc2N2CCCC12 (stereo not drawn) | i | -4.1 | i | i | i | 0.1 | i | i | i | i | i
C1CCN(c2nc(N3CCCC3)nc(N3CCNCC3)n2)C1 | x | 2.1 | x | i | i | x | x | i | x | i | x
O=C(Nc1ccc(N2CCOCC2)c(Cl)c1)c1ccc(-n2cnnc2)cc1Cl | i | -3.1 | i | i | i | -8.9 | i | i | i | i | i
Cc1cccc2cc(C#N)c(SCC(=O)NNC(=O)Cc3ccccc3)nc12 | i | -1.6 | i | i | i | 1.3 | i | i | i | i | i
O=C(O)c1cccc(NS(=O)(=O)c2ccc(C3CCCCC3)cc2)c1 | i | 8.5 | i | i | i | -0.9 | i | i | i | i | i

Carrying on.
SMILES | ANO1 activ | SKKanGAS inh | MrgX1 allo act | RGS4 block | RGS4 act | HDAC3 inh | MrgX1 ag | TRPC6 inh | MrgX1 antag | TRPC6 act | TMEM16A inh
CCN(CC)NC(=O)Nc1ccccc1 | i | -6.2 | i | i | i | 0.9 | i | i | i | i | i
CCCN(CCC)CCNc1c(N2CCN(C(=O)OCC)CC2)c(=O)c1=O | i | 4.0 | i | i | i | 2.4 | i | i | i | i | i
COc1ccc(CN(C(=O)/C=C/c2ccco2)C2CCS(=O)(=O)C2)cc1 (stereo not drawn) | i | 20.9 | i | i | i | 3.2 | i | i | i | i | i
C/C(CC(=O)Nc1cccc(Cl)c1Cl)=N\NC(=O)c1ccccc1C | i | -0.7 | i | i | i | -1.3 | i | i | i | i | i
CCCOC(=O)c1cccc(NC(=O)COc2ccc([N+](=O)[O-])cc2)c1 | i | 17.6 | i | i | i | 5.4 | i | i | i | i | i
CC(C)N1CC=C2C(C#N)=C(N)C(C#N)(C#N)[C@H](c3ccoc3)[C@H]2C1 | x | 0.2 | i | i | i | u | i | i | i | i | i
O=C(NN(C(=O)C1CC1)c1nc2ccccc2s1)C1CC1 | i | 3.0 | i | i | i | -3.5 | i | i | i | i | i
CCn1cc(CNC(=O)c2cc(COc3ccc(F)cc3Cl)on2)cn1 | i | -14.1 | i | i | i | -5.6 | i | i | i | i | i
COc1cccc(-c2c(C(=O)N/N=C/c3ccc(C)s3)nnn2-c2nonc2N)c1 | i | 5.9 | i | i | i | 18.9 | i | i | i | i | i
CC1CCCN(C2(O)C(=O)Nc3ccc([N+](=O)[O-])cc32)C1 (stereo not drawn) | i | 1.4 | i | i | i | 0.3 | i | i | i | i | i
COCCNC(=O)CSc1nc2cc(OC)c(OC)cc2c(=O)n1Cc1ccco1 | i | -14.8 | i | i | i | -3.9 | i | i | i | i | i
C#CCOCCOCCOCCNc1nc(N2CCN(C(=O)[C@H]([C@@H](C)CC)n3cc([C@@H](N)Cc4ccc(O)cc4)nn3)CC2)nc(N2CCN(C(=O)[C@H](CCCCN)n3cc([C@@H](N)CC(C)C)nn3)CC2)n1 | x | 9.4 | i | i | i | -2.4 | i | i | i | i | i
N#Cc1cn(CCOc2ccc(F)cc2)c2ccccc12 | i | 2.4 | i | i | i | 15.6 | i | i | i | i | i
COc1ccc(NC(=S)NC(NC(=O)c2cccc(Cl)c2)C(Cl)(Cl)Cl)c([N+](=O)[O-])c1 (stereo not drawn) | i | 41.6 | i | i | i | x | i | i | i | i | 25*
Cc1ccc(NC(=O)C2CC3CCC2C3)c(Br)c1 (stereo not drawn) | i | 3.9 | i | i | i | 18.8 | i | i | i | i | i
NC(=O)NOCc1cccc(Cl)c1 | i | 2.9 | i | i | i | 5.3 | i | i | i | i | i
CCOc1ccc(NC(=O)c2cnsn2)cc1 | i | x | i | x | x | -6.8 | i | x | i | x | i
Cn1c(COc2ccccc2O)[n+](C)c2ccccc21 | i | 3.5 | i | i | i | -0.6 | i | i | i | i | i
CC(C)c1nnc(NC(=O)Cc2ccc(Br)cc2)s1 | i | 2.0 | i | i | i | 1.4 | i | i | i | i | i
O=C(OCc1ccc2c(c1)OCO2)c1ccc(S(=O)(=O)N2CCCC2)cc1 | i | 0.6 | i | i | i | -4.2 | i | i | i | i | i
COc1cccc(C(=O)CN(C(=O)c2ccc(Cl)c(Cl)c2)N2C(=O)C3CCCCC3C2=O)c1 (stereo not drawn) | i | 8.1 | i | i | i | 7.1 | i | i | i | i | i
Cn1cc(NC(=O)Nc2ccc(C(F)(F)F)cc2)c(C(F)(F)F)n1 | i | -1.9 | i | i | i | 5.0 | i | i | i | i | i
CCCn1c(CCC(=O)O)ccc1-c1ccccc1 | i | -1.9 | i | i | i | -9.2 | i | i | i | i | i
COc1ccc(CCNC(=S)Nc2cc(C)ccc2C)cc1 | i | 4.4 | i | i | i | 5.5 | i | i | i | i | i
O=C1CCC(C(=O)N(c2ccccc2)C2(C(=O)NC3CCCCC3)CCCCC2)N1 (stereo not drawn) | i | x | i | x | x | -2.8 | i | x | i | x | i

Following part
SMILES | ANO1 activ | SKKanGAS inh | MrgX1 allo act | RGS4 block | RGS4 act | HDAC3 inh | MrgX1 ag | TRPC6 inh | MrgX1 antag | TRPC6 act | TMEM16A inh
Cc1[nH]c2ccccc2c1N=Nc1ccccc1F | i | 4.3 | i | i | i | 6.0 | i | i | i | i | i
COCCCN(C(=S)Nc1ccc(OC)cc1)C(C)c1ccncc1 (stereo not drawn) | i | 9.0 | i | i | i | 1.3 | i | i | i | i | i
CCOc1ccc(-n2nc3c(=O)[nH]nc(C)c3c2C)cc1 | i | 0.7 | i | i | i | -3.2 | i | i | i | i | i
Cc1ccc(C(=O)Nc2ccc(S(=O)(=O)N3CCN(C)CC3)cc2)cc1 | i | -3.9 | i | i | i | u | i | i | i | i | i
C=Cn1ccnc1CC(O)c1ccc(OC)cc1 (stereo not drawn) | i | -6.1 | i | i | i | 6.6 | i | i | i | i | i
CS(=O)(=O)Nc1cccc(C(=O)CC2(O)C(=O)Nc3ccccc32)c1 (stereo not drawn) | i | -8.3 | i | i | i | -0.4 | i | i | i | i | i
C#CCOCCOCCOCCNc1nc(N2CCN(C(=O)[C@H]([C@@H](C)CC)n3cc(CCCN=C(N)N)nn3)CC2)nc(N2CCN(C(=O)[C@H](CCCCN)n3cc(CCC(=O)O)nn3)CC2)n1 | i | 4.7 | i | i | i | -18.5 | i | i | i | i | i
C[C@H]1CCC[C@]2(O[C@H](CCO)C[C@H](O)[C@H]2O)O1 | i | -3.4 | i | i | i | -2.7 | i | i | i | i | i
COC(=O)CSc1nc2cc3c(cc2cc1C)OCO3 | i | 1.0 | i | i | i | -12.2 | i | i | i | i | i
Cc1ncc([N+](=O)[O-])n1Cc1ccccc1F | i | 3.2 | i | i | i | 11.3 | i | i | i | i | i
O=C(NCCc1ccc(O)cc1)c1ccc(Cl)cc1 | i | 1.5 | i | i | i | -5.6 | i | i | i | i | i
O=C(NCc1ccccn1)Nc1cccc(Cl)c1 | i | -3.8 | i | i | i | -4.6 | i | i | i | i | i
COc1cc(C(C(=O)NC2CCCC2)N(Cc2ccco2)C(=O)c2snc(C(N)=O)c2N)cc(OC)c1OC (stereo not drawn) | i | 0.8 | i | i | i | 11.3 | i | i | i | i | i
O=C(Nc1ccc(Cl)cn1)C1CCCN1S(=O)(=O)c1ccc(Cl)cc1 (stereo not drawn) | i | 1.6 | i | i | i | -1.3 | i | i | i | i | i
COc1ccc(C2CC2/C(C)=N/OC(=O)c2ccc(F)cc2)cc1 (stereo not drawn) | i | 5.7 | i | i | i | 8.9 | i | i | i | i | i
COC(=O)C[C@H]1c2ccccc2S(=O)(=O)N1C(C)C | i | 3.3 | i | i | i | -1.8 | i | i | i | i | i
